# USP1-UAF1 inh: USP1/UAF1 (human) deubiquitinase inhibition | Potency, µM (series often up to 57.1 µM), for inactives: at the highest dose activity change, negative = inhibition, hits mostly inhibitors | O94782 | recombinant USP1/UAF1, Ub-Rhodamine cleavage fluorescence | 390,000 compounds, 0.23% hits | AID 743255; note: % is set by controls: 0 for no effect and ±100 for the full control effect; nearly all actives have a fitted effect of over 60% in size; inactives centre near -12
#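 USP1/UAF1 complex (1 nM) preincubated 15 min at room temperature with compound, then Ub-Rho substrate (150 nM final) added. Kinetic fluorescence at 480/540 nm over 6 reads at 60 s intervals; 50 mM HEPES pH 7.8, 0.5 mM EDTA, 0.1 mg/ml BSA, 1 mM TCEP, 0.01% Tween-20.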
# TrxR1 substrate: substrates of rat thioredoxin reductase 1; purified TrxR1 substrate turnover, NADPH consumption readout; Potency, µM (top dose mostly 114 µM), inactives show at the highest dose activity change, negative = substrate turnover; 390,000 compounds, 0.01% hits; note: % is set by controls: 0 for no effect and ±100 for the full control effect; nearly all actives have a fitted effect of over 50% in size
#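 Rat TrxR1, dispensed at 90 nM, was prereduced with 400 uM NADPH (final) for 5 min at ~22 deg C, then incubated with compound 15 min before 400 uM selenite. A first-read NADPH fluorescence drop versus no-compound background flagged substrates.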
# rTrxR1 inhibitor: rat TrxR1 inhibition; O89049; 390,000 compounds, 1% hits; Potency, µM (doses to about 114 µM), without a hit: top-dose activity change, negative = inhibition, most hits filed as inhibitors; recombinant rTrxR1, NADPH fluorescence consumption, selenite substrate; note: % is set by controls: 0 for no effect and ±100 for the full control effect; nearly all actives have a fitted effect of over 65% in size
#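 Rat TrxR1 (90 nM in the dispensed reagent) was pre-reduced with 400 uM NADPH for 5 min at room temperature, then incubated with compound for 15 min. After 400 uM selenite was added, NADPH fluorescence (Ex 340/Em 450 nm) was followed for 8 min.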
# mIDH1 inhibitor: blocks human mutant IDH1 R132H enzyme. O75874. IDH1-R132H enzyme, NADPH consumption, diaphorase/resazurin fluorescence. Potency, µM (series often up to 76.6 µM), without a hit: at the highest dose activity change, negative = inhibition, most hits filed as inhibitors. 390,000 compounds, 0.093% hits; note: % is set by controls: 0 for no effect and ±100 for the full control effect; nearly all actives have a fitted effect of over 65% in size
# Target sequence (O75874 whole entry R132H, stated change not applied): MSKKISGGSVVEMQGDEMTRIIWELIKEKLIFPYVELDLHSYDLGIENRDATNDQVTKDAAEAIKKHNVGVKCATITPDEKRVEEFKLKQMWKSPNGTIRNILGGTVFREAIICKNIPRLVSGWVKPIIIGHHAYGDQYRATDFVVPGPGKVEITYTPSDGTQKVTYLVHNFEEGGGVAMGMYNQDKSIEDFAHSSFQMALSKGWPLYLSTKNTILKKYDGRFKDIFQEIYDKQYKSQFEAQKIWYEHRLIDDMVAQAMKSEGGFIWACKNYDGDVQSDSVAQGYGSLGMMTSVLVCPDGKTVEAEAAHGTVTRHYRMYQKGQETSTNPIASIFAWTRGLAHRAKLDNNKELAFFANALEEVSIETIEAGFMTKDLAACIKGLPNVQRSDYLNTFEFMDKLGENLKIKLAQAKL
#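 IDH1-R132H (0.5 ug/mL dispensed) in pH 7.5 Tris buffer was preincubated 30 min with compound, then given a substrate mix of 0.016 mM NADPH and 2 mM alpha-KG for 80 min at room temperature; remaining NADPH was read by diaphorase/resazurin fluorescence.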
# ALOX12 inh: inhibitors of human 12S-lipoxygenase ALOX12 | purified 12hLO, xylenol orange hydroperoxide absorbance | Potency, µM (highest dose often 108 µM), inactives show at the highest dose activity change, negative = inhibition, usual class: inhibitors | 580,000 compounds, 1.1% hits; note: % is set by controls: 0 for no effect and ±100 for the full control effect
#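 Purified human 12hLO at 150 nM in 25 mM Hepes, 0.01% Triton X-100, pH 7.0, preincubated 15 min at room temperature with compound. Reaction started with 40 uM arachidonic acid, 30 min at room temperature. Hydroperoxide measured by Fe-xylenol orange, 573/405 nm absorbance ratio.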
# Vif-APOBEC3F blk: inhibitors of Vif-A3F interaction; HeLa A3F-eYFP + Vif (tagged APOBEC3F with the HIV-1 protein that degrades it), YFP fluorescence increase; Potency, µM (series often up to 46.1 µM), for inactives: top-dose activity, negative = active; 390,000 compounds, 0.2% hits; AID 602313; note: % of control where 0% means no effect; nearly all actives have a fitted effect of over 65% in size
#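 Fluorescence increase (Ex 488/Em 500-530) after overnight compound treatment at 37 deg C flags inhibition of Vif-driven A3F-eYFP loss in stable HeLa A3F-eYFP/Vif cells seeded overnight beforehand.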
# RXFP1 agonist: agonists of human relaxin receptor RXFP1. Q9HBX9. AID 2676. 370,000 compounds, 0.3% hits. HEK293T-RXFP1 cAMP TR-FRET, 30 min; response scale: percent of porcine relaxin response, buffer zero. Potency, µM (top dose mostly 57.5 µM), inactives show at the top dose activation, hits mostly activators; note: % is set by controls: 0 for no effect and ±100 for the full control effect; nearly all actives have a fitted effect of over 60% in size; many of its hits are not listed in these tables
#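 Agonist response is measured as cAMP accumulation in an RXFP1-transfected HEK293T line under PDE4 inhibition. Values are scaled between buffer-only and 29 nM porcine relaxin, and EC50s come from standard Hill equation fits.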
# Vif-A3G inh: blocks the Vif interaction with human APOBEC3G. 410,000 compounds, 0.076% hits. AID 602310. HeLa A3G-eYFP + Vif (tagged APOBEC3G with the HIV-1 protein that degrades it), YFP fluorescence, overnight. Potency, µM (series often up to 46.1 µM), for inactives: at the highest dose activity, negative = active, hits mostly inhibitors;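 note: % is set by controls: 0 for no effect and ±100 for the full control effect; nearly all actives have a fitted effect of over 60% in size; hits raise eYFP signal because A3G escapes Vif-driven loss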
# Target sequence (Q9HC16 whole entry, looked up): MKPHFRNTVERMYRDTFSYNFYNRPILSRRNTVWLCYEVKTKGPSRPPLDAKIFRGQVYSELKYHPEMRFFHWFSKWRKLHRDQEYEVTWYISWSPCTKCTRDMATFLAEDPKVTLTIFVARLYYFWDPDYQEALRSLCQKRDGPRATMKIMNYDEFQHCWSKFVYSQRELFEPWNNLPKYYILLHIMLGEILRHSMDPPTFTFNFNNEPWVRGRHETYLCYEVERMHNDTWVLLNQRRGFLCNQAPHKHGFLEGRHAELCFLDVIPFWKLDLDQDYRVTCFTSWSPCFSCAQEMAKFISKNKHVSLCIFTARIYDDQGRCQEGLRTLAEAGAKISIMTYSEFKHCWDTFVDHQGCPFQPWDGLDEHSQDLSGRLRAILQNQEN
#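 HeLa cells stably expressing Vif and C-terminally eYFP-tagged A3G, seeded overnight at 37 deg C, then exposed to compound by pintool overnight at 37 deg C. Rise in yellow fluorescence (Ex 488/Em 500-530, Acumen) marks blocked Vif-driven A3G degradation.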
# RGS4 inhibitor: inhibitors of human regulator of G protein signaling 4; P49798; Transcreener GDP fluorescence polarization, RGS4-accelerated GTP hydrolysis; Potency, µM (top dose mostly 114 µM), without a hit: at the highest dose activity change, negative = inhibition, most hits filed as inhibitors; 390,000 compounds, 0.039% hits; AID 504845; note: % is set by controls: 0 for no effect and ±100 for the full control effect; nearly all actives have a fitted effect of over 75% in size; some results filed as inactive show a strong effect at the top dose
# Target sequence (P49798 whole entry, looked up): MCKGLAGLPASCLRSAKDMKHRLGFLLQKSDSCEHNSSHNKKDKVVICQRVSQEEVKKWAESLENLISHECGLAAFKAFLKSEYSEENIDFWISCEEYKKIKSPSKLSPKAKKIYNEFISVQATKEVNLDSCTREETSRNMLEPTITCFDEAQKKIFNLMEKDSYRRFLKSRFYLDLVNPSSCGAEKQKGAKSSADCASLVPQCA
#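 MLSMR compounds (23 nl, pin-transferred) preincubated 10 min at room temperature with a 500nM (2x) first reagent, then RGS4 at 900nM (2x) plus Transcreener GDP mix added; fluorescence polarization (620/688 nm) read before and after 90 min at 30 °C.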
# Starred values were filed as active, the others as inactive; ? = inconclusive; nt = not tested or not shown; & = joins results of further samples; [ ] = another dose, or the depositor's remark. Calls come from the whole dose curve; as a rule, active = well fitted curve in the direction sought with a large enough effect; inconclusive = small, poorly fitted or top-dose-only effect, or another doubt; inactive = no such curve, though single readings can be large; an effect the other way counts as inactive or inconclusive. Potency is the fitted concentration of half-maximal effect.
# Values in the order: USP1-UAF1 inh	TrxR1 substrate	rTrxR1 inhibitor	mIDH1 inhibitor	ALOX12 inh	Vif-APOBEC3F blk	RXFP1 agonist	Vif-A3G inh	RGS4 inhibitor
- O=S(=O)(c1ccc2ccccc2c1)N(CC1CO1)c1ccccc1 (stereo not given)
    -22%	3%[57.1 µM]	-1%[57.1 µM]	-4%	-4%	2%	0.6%	1%	-1%
- CC(C)C(=O)Nc1nnc(SCC(=O)NCc2cccs2)s1
    -14%	4%	11%	3%	0%	nt	-0.6%	-7%	-34%
- CCOC(=O)c1sc(NC(=O)Cn2nnc3sc4c(c3c2=O)CCCC4)nc1C
    ?	7%	12%	0%	17%	-10%	1.7%	-4%	-27%
- O=C(O)CNC(=O)CC1S/C(=N/N=C2\CSC(=O)N2)NC1=O (stereo not given)
    -18%	-3%	16%	10%	1%	?	0.0%	-1%	-8%
- COc1ccc(-c2nn(-c3ccccc3)cc2C(=O)N2CCN(S(=O)(=O)c3ccccc3C#N)CC2)cc1
    -4%	-2%	3%	5%	-24%	-19%	0.7%	-2%	-3%
- O=C(Cc1ccccc1)NCCCNC(=O)Cc1ccccc1
    -15%	4%[11.4 µM]	4%[11.4 µM]	-1%	3%	4%	nt	1%	10%
- COc1cc2c(cc1NC(=O)CSc1nnc(COc3ccc(Cl)cc3)n1C)oc1ccccc12
    -17%	-3%	-3%	-3%	-21%	0%	3.3%	-11%	-32%
- CCOCCOC(=O)C1=C(C)N(C)C(=O)NC1c1cc(Cl)c(O)c(OCC)c1 (stereo not given)
    -8%	-2%	11%	5%	0%	-3%	0.4%	2%	-46%
- O=C(NC1CCCCC1)c1cccc2c1C(=O)c1ccc(N3CCCC3)cc1S2(=O)=O
    ?	0%[57.1 µM]	15%[57.1 µM]	-15%	-13%	-14%	nt	-11%	10%
- Cc1ccc(CCC(=O)Nc2ccc(Cl)cc2Cl)o1
    -11%	nt	nt	13%	1%	-6%	nt	-13%	nt
- COc1ccccc1CNS(=O)(=O)c1ccc2c(c1)NC(=O)C(C)C(=O)N2 (stereo not given)
    8%	-6%	0%	35%[activator]	-18%	0%	-1.7%	7%	1%
- CC(Oc1cccc(Cl)c1)C(=O)Nc1cc(Cl)ccc1N1CCOCC1 (stereo not given)
    -13%	-8%	-8%[57.1 µM]	-5%	-2%	8%	-1.2%	-5%	-15%
- COc1cc(NC(=O)CCCC(=O)OCC(F)(F)C(F)F)nc(OC)n1
    2%	2%	1%	1%	-22%	1%	0.5%	1%	-4%
- O=C(CNC(=O)c1ccc(Cl)cc1)N/N=C/c1cccnc1
    -19%	4%	23%	-1%	116%[activator]	-3%	2.0%	-7%	22%
- COc1ccc(CCNc2nc(-c3sc(C)nc3C)cs2)cc1OC
    -16%	4%	20%	10%	?	5%	0.4%	-7%	?
- Nn1c(SCC(=O)Nc2nccs2)nnc1-c1ccco1
    -4%	-12%	-17%	5%	-21%	-5%	-1.7%	0%	5%
- O=C(COC(=O)/C=C/c1ccc(F)cc1)NCC1CCCO1 (stereo not given)
    -17%	-2%	-1%	0%	6%	4%	nt	0%	-22%
- CSc1ccccc1-n1nnnc1SCC(=O)NCc1cccs1
    -18%	-8%[57.1 µM]	8%[57.1 µM]	10%	-10%	8%	1.1%	2%	-5%
- CCOC(=O)c1c(S(=O)(=O)NCC(=O)Nc2ccc(F)cc2C)c(C)n(C)c1C
    -15%	5%[57.1 µM]	14%[57.1 µM]	0%	-17%	0%	18%	2%	-46%
- COc1ccc(/C=C/C(=O)OCC(=O)c2ccc[nH]2)cc1
    -12%	-2%	4%	-4%	-1%	-4%	0.0%	-4%	7%
- Cc1ccccc1-c1nnn(CC(=O)N2CCN(S(=O)(=O)c3ccc(Cl)cc3)CC2)n1
    -27%	8%[57.1 µM]	11%[57.1 µM]	5%	-8%	7%	1.7%	2%	-25%
- O=C(NCCC1CCCCN1S(=O)(=O)c1ccccc1)C(=O)NCc1ccco1 (stereo not given)
    -7%	8%	16%	-10%	-2%	0%	-1.7%	-9%	0%
- O=C(CSc1nccn1Cc1ccccc1)Nc1ccccc1
    -21%	-10%	-5%	7%	-1%	-9%	-1.7%	-6%	-51%
- CC(C)C(NC(=O)c1ccccc1)C(=O)OCC(=O)N1CCCC1 (stereo not given)
    -17%	-2%	13%	-9%	-12%	3%	-0.4%	9%	0%
- CCn1c(C(C)NC(=O)c2ccccc2C)n[nH]c1=S (stereo not given)
    -21%	0%	-8%	-5%	3%	3%	0.5%	0%	-12%
- CCC(C)/C(C)=N/NC(=O)C1COc2ccccc2O1 (stereo not given)
    -22%	3%	12%	8%	3%	-4%	2.4%	-8%	17%
- COc1cccc(NC(=O)CN(C)C(=O)CC2CCCC2)c1
    -8%	7%[57.1 µM]	14%[57.1 µM]	-7%	-4%	-5%	nt	2%	17%
- Fc1ccc(-c2nnc(Cc3nnc(-c4ccc(F)cc4)o3)o2)cc1
    -21%	3%	21%	0%	11%	-10%	0.4%	1%	12%
- CC(C)c1ccc(NC(=O)CCCC(=O)NCCc2ccccc2)cc1
    0%	0%	36%	3%	-1%	9%	-0.9%	0%	14%
- O=C(CCc1ccccc1)NC(NC(=S)Nc1ccc(Br)cc1)C(Cl)(Cl)Cl (stereo not given)
    -3%	6%	21%	13%	-19%	1%	-0.5%	-20%	13%
- COc1ccc(NC(=O)Nc2cccc(-c3noc(C)n3)c2)cc1
    -30%	1%[57.1 µM]	5%[57.1 µM]	8%	-4%	2%	9.0%	-2%	-6%
- Cc1ccc(S(=O)(=O)n2nc(OC(=O)c3cccc(F)c3)cc2N)cc1
    -13%	-11%	?	2%	-10%	?	1.3%	-3%	-45%
- O=C(N/N=C\c1cc2c(cc1Cl)OCO2)c1cccs1
    -13%	-5%	12%	-2%	5%	1%	0.1%	2%	-5%
- O=C(CN1C(=O)C2C3C=CC(C3)C2C1=O)Nc1ccc(S(=O)(=O)Nc2nccs2)cc1 (stereo not given)
    -25%	4%	24%	-16%	6%	5%	-1.6%	0%	3%
- COc1ccccc1C1NC(=O)c2ccccc2O1 (stereo not given)
    -7%	21%	33%	4%	0%	-4%	-1.7%	0%	-6%
- COc1ccc(C(=O)NCc2cnn(C)c2)cc1OC1CCN(C(C)C)CC1
    -29%	1%	5%	0%	-10%	1%	-0.2%	3%	-26%
- CC(C)CN(C(=O)C(C)N1C(=O)c2ccccc2C1=O)c1c(N)n(Cc2ccccc2)c(=O)[nH]c1=O (stereo not given)
    -1%	-3%	6%	1%	-1%	-4%	-0.2%	1%	-3%
- Cn1nnnc1SCCNCc1ccc(OCc2ccccc2Cl)cc1
    -13%	-8%	-5%	20%	?	-2%	0.8%	-15%	25%
- COc1ccc(-c2nnc(SCC(=O)Oc3ccc(C)cc3)o2)cc1
    -14%	4%	12%	11%	-7%	nt	0.8%	-1%	-25%
- COc1ccc(CN2CCc3ccc(NC(=O)c4ccncc4)cc3C2)c(F)c1
    -11%	10%[57.1 µM]	11%[57.1 µM]	1%	6%	-1%	0.5%	1%	12%
- Cc1ccc(C(=O)Cn2c(=N)n(CCN3CCOCC3)c3ccccc32)cc1
    ?	-1%[57.1 µM]	4%[57.1 µM]	2%	7%	4%	0.0%	1%	-2%
- Cc1c(C(=O)N2CCN(c3ccccc3)CC2)sc2ncnc(N3CCN(c4ccccn4)CC3)c12
    -17%	3%	8%	-3%	-6%	-7%	2.5%	1%	-6%
- CCOc1ccccc1C=NNC(=O)CCCCC(=O)NN=Cc1ccccc1OCC
    -11%	-2%	6%	25%	12%	-18%	nt	1%	12%
- CCOC(=O)c1c(C)[nH]c(C)c1C(=O)CSc1nnc(-c2ccc(OC(F)F)cc2)o1
    -14%	-5%	5%	1%	-6%	7%	2.9%	7%	?
- COC(=O)c1ccc(Sc2nnnn2-c2ccccc2)c([N+](=O)[O-])c1
    -2%	-6%	?	1%	-25%	-2%	0.3%	-5%	15%
- CCOc1ccccc1N1CCN(C(=S)NCc2ccco2)CC1
    -6%	-7%	?	-3%	-12%	3%	-4.1%	2%	-13%
- CCOC(=O)c1cn(CC(=O)Nc2cccc(Cl)c2C)nn1
    -15%&-21%	0%	16%	0%&-6%	-6%&-10%	-11%&-24%	2.4%&-0.8%	-2%&-1%	-6%
- Cc1cc(C(=O)Cn2cc(C(F)(F)F)ccc2=O)c(C)n1-c1ccccc1
    -4%	2%	14%	1%	-28%	-3%	-0.7%	-2%	1%
- Cc1cccc(NC(=O)c2oc3ccc(S(=O)(=O)N4CCC5(CC4)OCCO5)cc3c2C)c1C
    ?	0%[57.1 µM]	3%[57.1 µM]	4%	-15%	8%	2.5%	-22%	-27%

# The list is partial; count on the stated rates, not on these rows.
